Compound activity as filed in PubChem BioAssay.
KOR beta-arrestin-1 = KOR antagonists, beta-arrestin recruitment, cell-based, luminescence, uHTS (AID 1778) | KOR beta-arrestin recruitment, luminescence, antagonist mode; higher % means a stronger effect | inhibition, % at 10 µM, or IC50 in µM where a hit was titrated | hit rate 0.091% among 290,000; note: strong numbers were not always called active
KOR beta-arrestin-2 = KOR agonists, beta-arrestin recruitment, primary screen, cell-based, luminescence, uHTS (AID 1777). hit rate 0.02% among 280,000. KOR beta-arrestin recruitment, luminescence; higher % means a stronger effect. activation, % at 10 µM; hits with a dose series show EC50 in µM; in the data active = activation above about 50%, passing the limit was not always enough; note: a part of the inactive calls stands beside numbers as strong as those of hits
M1AAP inhibition = P. falciparum M1AAP inhibitors, biochemical, fluorogenic H-Leu-NHMec substrate, 1536-well (AID 1445); recombinant M1AAP, H-Leu-NHMec fluorogenic kinetic assay; higher % means a stronger effect; inhibition, % at 30 µM; hits with a dose series show IC50 in µM; hit rate 0.42% among 220,000;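 active = primary inhibition above the hit cutoff, then over 50% inhibition at one or more dose response concentrations, cut at about 23% in these data, passing the limit was not always enough; inconclusive = conflicting primary data, or primary hits not chosen for dose response; inactive = low primary inhibition, or under 50% at every dose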;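 note: plate controls were DMSO full reaction for no effect and no enzyme background for full effect; strong numbers were not always called active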
P. falciparum M17LAP = P. falciparum M17LAP inhibitors, primary screen, biochemical, fluorogenic H-Leu-NHMec substrate, 1536-well (AID 1619). hit rate 0.38% among 220,000. recombinant M17LAP, H-Leu-NHMec fluorogenic kinetic assay; higher % means a stronger effect. inhibition, % at 30 µM; hits with a dose series show IC50 in µM;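 active = compound inhibiting the enzyme by more than half at any dose during confirmatory dose-response retesting; inconclusive = strong single-dose inhibitors picked by rank but not retested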;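 note: plate controls were full reaction with DMSO carrier for no effect and no enzyme background for full effect; strong numbers were not always called active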
AID2073 = inhibitors of Mint1-CaV2.2 protein interaction, biochemical, HTRF (AID 2073). HTRF protein-protein interaction, Mint1-CaV2.2; higher % means a stronger effect. inhibition, % at 20 µM; hits with a dose series show IC50 in µM. hit rate 0.19% among 290,000; in the data active = inhibition mostly above about 51%, no sharp cut-off; inconclusive = no clear call, values can overlap the other calls; inactive = mostly below about 53%; note: some results filed as inactive read as strong as hits
GPR55 activation = selective activators of receptor GPR55 – imaging, U2OS cells, beta-arrestin-GFP redistribution, primary screen (AID 1961); activation, % at 10 µM, or EC50 in µM where a hit was titrated; U2OS GPR55 beta-arrestin-GFP redistribution imaging; higher % means a stronger effect; hit rate 0.048% among 290,000;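 active = activation above 40% with more than 50 cells counted in the well; inconclusive = wells holding fewer than 50 cells, flagged as toxic or sparse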;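 note: U2OS osteosarcoma cells stably expressing GPR55 and beta-arrestin-GFP; plate controls were DMSO negative control for no effect and LPI positive control for full effect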
NOD2 inhibition = inhibition of NOD2-driven NF-kB reporter – cell-based, luminescence, uHTS, HEK293 (AID 1566). HEK293 NOD2/NF-kB luciferase reporter, luminescence; higher % means a stronger effect. hit rate 0.63% among 290,000. inhibition, % at 4 µM; hits with a dose series show EC50 in µM; note: many of its hits are not listed in these tables
Dynein transport = dynein cargo transport inhibition; hit rate 0.47% among 220,000; 3617.4 mouse cells, GR-EGFP nuclear translocation imaging; test concentration mostly 20 µM; stimulated with dexamethasone, 1 µM; stronger effect = lower value; z-score, hits read low;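 active = plate z-score of nuclear minus cytoplasmic receptor signal below a set negative limit, without overly bright fluorescence or cell loss, cut at about -3.5 in these data, passing the limit was not always enough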;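 note: z-score of nuclear minus cytoplasmic ring GR-EGFP intensity difference per well; some compounds called inactive have numbers as strong as hits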
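Buffer or medium: tet-free, stripped-serum medium; reagent: dexamethasone at 1.0 µM final, 30 min; incubation: 48 h induction, 1 h compound, 30 min dex at 37 °C; measured by: formaldehyde fixation, Hoechst nuclear stain, 10x automated fluorescence imaging; read-out: nuclear-to-cytoplasmic GR-EGFP distribution per well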
NOD1 inhibition = inhibition of NOD1-driven NF-kB reporter – cell-based, luminescence, uHTS, primary screen (AID 1578); hit rate 1% among 290,000; one-dose inhibition, % at 4 µM; EC50 in µM for titrated hits; NOD1-driven NF-kB luciferase reporter cells, luminescence; higher % means a stronger effect; in the data active = inhibition mostly above about 36%, no sharp cut-off; inactive = mostly below about 34%;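 note: HEK-293T reporter cells stimulated with the NOD1 agonist gamma-tri-DAP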
Dynein transport cytoplasmic EGFP = further read-out of Dynein transport, marked with its call; z-score; measured here: cytoplasmic GR-EGFP intensity; stronger effect = higher value
Dynein transport nuclear GR-EGFP = also measured in Dynein transport; calls as there; z-score; measured here: nuclear GR-EGFP intensity;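 lower value marks the stronger effect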
Dynein transport cell count = further read-out of Dynein transport, marked with its call; z-score; measured here: cell count per field
The depositor's hits bear a star; [ ] = dose if it differs, or a comment. Cut-off read from the data, not from the text of the source, unless noted: active = inhibition above about 50%; inactive = the rest.

COCc1cc(C)nc(OCC(=O)N/N=C/c2ccccc2O)c1C#N was read as KOR beta-arrestin-1 6.1%, KOR beta-arrestin-2 2.3%, M1AAP inhibition 2.3%, P. falciparum M17LAP 30.8%, AID2073 -5.5%, GPR55 activation 0.2%, NOD2 inhibition -38.3%, Dynein transport 0.587, NOD1 inhibition -8.5%, Dynein transport cytoplasmic EGFP -0.364, Dynein transport nuclear GR-EGFP -0.118 and Dynein transport cell count 0.238.
Screening COC(=O)CSc1nnc(C)c(=O)[nH]1 returned KOR beta-arrestin-1 26.5%, KOR beta-arrestin-2 -1.4%, M1AAP inhibition 2.2%, P. falciparum M17LAP -7.7%, AID2073 -15.4%, GPR55 activation -0.2%, NOD2 inhibition 23.6%, Dynein transport -0.691, NOD1 inhibition -5.1%, Dynein transport cytoplasmic EGFP -0.215, Dynein transport nuclear GR-EGFP -0.362 and Dynein transport cell count 0.0444.
For COc1cc(C(=O)OCC(=O)NCCN2C(=O)CSC2=O)ccc1OCc1c(C)noc1C the results were KOR beta-arrestin-1 9.9%, KOR beta-arrestin-2 -2.4%, M1AAP inhibition 2.0%, P. falciparum M17LAP -3.2%, AID2073 0.3%, GPR55 activation -0.3%, NOD2 inhibition -14.3%, Dynein transport 0.157, NOD1 inhibition -23.9%, Dynein transport cytoplasmic EGFP -0.257, Dynein transport nuclear GR-EGFP 0.277 and Dynein transport cell count -0.754.
CCOc1ccc(S(=O)(=O)N2CCCC(C(=O)N3CCN(c4ccccc4)CC3)C2)cc1 (stereo not drawn) was read as KOR beta-arrestin-1 -2.3%, KOR beta-arrestin-2 -2.4%, AID2073 -5.8%, GPR55 activation -0.1%, NOD2 inhibition 20.5% and NOD1 inhibition 5.7%.
`C=CCc1cccc(CNc2ccc(S(=O)(=O)Nc3nccnc3OC)cc2)c1O` gave KOR beta-arrestin-1 -26.7%, KOR beta-arrestin-2 -1.7%, AID2073 -8.0%, GPR55 activation 0.0%, NOD2 inhibition 12.6% and NOD1 inhibition 6.9%.
For Cc1nccn1CC(O)COc1ccc([N+](=O)[O-])cc1 (stereo not drawn) the results were KOR beta-arrestin-1 -62.3%, KOR beta-arrestin-2 12.8%, AID2073 inconclusive, GPR55 activation 0.3%, NOD2 inhibition -58.1% and NOD1 inhibition -5.8%.
`COc1ccc(C(=O)/C=C(\N)C(F)(F)F)c(O)c1` gave KOR beta-arrestin-1 -10.5%, KOR beta-arrestin-2 5.5%, M1AAP inhibition 0.2%, P. falciparum M17LAP 9.3%, AID2073 -5.4%, GPR55 activation 1.1%, NOD2 inhibition -15.7%, Dynein transport -0.69, NOD1 inhibition -17.3%, Dynein transport cytoplasmic EGFP -0.175, Dynein transport nuclear GR-EGFP 0.0767 and Dynein transport cell count 0.43.
Cc1cccc(/C=C/c2onc(C)c2S(=O)(=O)N2CCC(C(=O)NC(C)C)CC2)c1 was read as KOR beta-arrestin-1 -14.9%[20 µM], KOR beta-arrestin-2 -6.8%, AID2073 -5.6%, GPR55 activation -0.3%, NOD2 inhibition -8.1% and NOD1 inhibition -15.7%.
Screening O=c1c(-c2ccc3c(c2)OCCO3)coc2cc(O)cc(O)c12 returned KOR beta-arrestin-1 -39.6%, KOR beta-arrestin-2 1.6%, M1AAP inhibition 13.2%, P. falciparum M17LAP 12.3%, AID2073 4.8%, GPR55 activation 0.3%, NOD2 inhibition -148.8%, Dynein transport -0.0307, NOD1 inhibition -37.1%, Dynein transport cytoplasmic EGFP -0.258, Dynein transport nuclear GR-EGFP -0.0665 and Dynein transport cell count 1.13.
`CCCCNC(=O)c1cn(C)c2ccc(S(=O)(=O)N3CCCC3)cc2c1=O` gave KOR beta-arrestin-1 4.5%, KOR beta-arrestin-2 -6.8%, AID2073 7.4%, GPR55 activation -0.1%, NOD2 inhibition 1.8% and NOD1 inhibition -15.3%.
Screening COc1cc(NC(=O)CSc2nc3c(c(=O)[nH]2)CCCC3)cc(OC)c1OC returned KOR beta-arrestin-1 1.5%, KOR beta-arrestin-2 1.4%, M1AAP inhibition -1.4%, P. falciparum M17LAP -2.9%, AID2073 -2.1%, GPR55 activation -0.3%, NOD2 inhibition 8.7%, Dynein transport -0.51, NOD1 inhibition -28.0%, Dynein transport cytoplasmic EGFP -0.312, Dynein transport nuclear GR-EGFP -0.0541 and Dynein transport cell count 0.489.
Screening COc1cccc(C2CC(c3ccc(C)cc3)Nc3nc(N)nn32)c1 (stereo not drawn) returned KOR beta-arrestin-1 36.8%, KOR beta-arrestin-2 0.5%, M1AAP inhibition 4.2%, P. falciparum M17LAP -1.6%, AID2073 4.0%, GPR55 activation -0.1%, NOD2 inhibition 5.2%, Dynein transport -0.853, Dynein transport cytoplasmic EGFP -0.153, Dynein transport nuclear GR-EGFP -0.114 and Dynein transport cell count 0.721.
For COc1ccc(-c2nc3ccccc3n2Cc2ccccc2)cc1 the results were KOR beta-arrestin-1 4.4%, KOR beta-arrestin-2 -3.9%, M1AAP inhibition -0.7%, P. falciparum M17LAP 0.8%, AID2073 -1.5%, GPR55 activation -0.1%, NOD2 inhibition -2.8%, Dynein transport 1.05, NOD1 inhibition 14.3%, Dynein transport cytoplasmic EGFP 0.706, Dynein transport nuclear GR-EGFP 0.755 and Dynein transport cell count -0.673.
Screening Cn1c(Cc2c[nH]c3ccccc23)n[nH]c1=S returned KOR beta-arrestin-1 7.1%, KOR beta-arrestin-2 -9.1%, M1AAP inhibition 8.7%, P. falciparum M17LAP 6.3%, AID2073 -28.2%, GPR55 activation -0.1%, NOD2 inhibition -4.1%, Dynein transport 0.238, NOD1 inhibition -18.3%, Dynein transport cytoplasmic EGFP -0.269, Dynein transport nuclear GR-EGFP -0.132 and Dynein transport cell count 0.499.
`Cc1nc(NC(=O)c2ccccc2)nc2cc3c(cc12)OCO3` gave KOR beta-arrestin-1 -0.3%, KOR beta-arrestin-2 -1.7%, M1AAP inhibition -0.2%, P. falciparum M17LAP 9.3%, AID2073 3.1%, GPR55 activation 2.6%, NOD2 inhibition -47.7%, Dynein transport -1.12, NOD1 inhibition 5.7%, Dynein transport cytoplasmic EGFP -0.19, Dynein transport nuclear GR-EGFP -0.345 and Dynein transport cell count 0.0439.
`C=CCn1c(COc2ccccc2-c2ccccc2)nnc1SCC(=O)NC(=O)NCc1ccco1` gave KOR beta-arrestin-1 0.0%, KOR beta-arrestin-2 -2.4%, M1AAP inhibition 10.2%, P. falciparum M17LAP 17.0%, AID2073 -9.0%, GPR55 activation 0.2%, NOD2 inhibition 19.3%, Dynein transport -0.429, NOD1 inhibition -0.2%, Dynein transport cytoplasmic EGFP -0.383, Dynein transport nuclear GR-EGFP 0.0161 and Dynein transport cell count 1.07.
Oc1ccccc1-c1cc(-c2ccccc2)no1 was read as KOR beta-arrestin-1 -46.1%, KOR beta-arrestin-2 7.0%, M1AAP inhibition -4.1%, P. falciparum M17LAP -2.6%, AID2073 10.5%, GPR55 activation 0.3%, NOD2 inhibition -229.8%, Dynein transport -0.256, NOD1 inhibition 19.1%, Dynein transport cytoplasmic EGFP -0.222, Dynein transport nuclear GR-EGFP 0.561 and Dynein transport cell count 0.877.
Screening Cc1ccc(CN2C3=NCCN3c3ccccc32)cc1 returned KOR beta-arrestin-1 -1.2%[20 µM], KOR beta-arrestin-2 0.3%, M1AAP inhibition 0.5%, P. falciparum M17LAP 0.2%, AID2073 7.0%, GPR55 activation 0.1%, NOD2 inhibition 11.0%, Dynein transport 0.823, NOD1 inhibition -24.7%, Dynein transport cytoplasmic EGFP -0.0902, Dynein transport nuclear GR-EGFP 0.981 and Dynein transport cell count -1.29.
`O=C(c1ccc(Cl)cc1)N1CCCCC(Cl)C1=O` (stereo not drawn) gave KOR beta-arrestin-1 13.7%, KOR beta-arrestin-2 0.0%, M1AAP inhibition 1.6%, P. falciparum M17LAP 0.7%, AID2073 16.8%, GPR55 activation 0.0%, NOD2 inhibition -14.4%, Dynein transport 0.451, NOD1 inhibition -29.4%, Dynein transport cytoplasmic EGFP -0.307, Dynein transport nuclear GR-EGFP 0.0741 and Dynein transport cell count -0.92.
Screening COc1ccc(-c2nnc(N3CCC(C)CC3)c3ccccc23)cc1 returned KOR beta-arrestin-1 18.3%, KOR beta-arrestin-2 -0.5%, M1AAP inhibition -1.6%, P. falciparum M17LAP -6.4%, AID2073 -1.3%, GPR55 activation -0.1%, NOD2 inhibition 13.9%, Dynein transport -0.268, NOD1 inhibition 20.8%, Dynein transport cytoplasmic EGFP -0.137, Dynein transport nuclear GR-EGFP -0.52 and Dynein transport cell count -0.154.
For CN(C)CCN(C(=O)C1=COCCO1)c1nc2ccc(F)cc2s1 the results were KOR beta-arrestin-1 2.3%, KOR beta-arrestin-2 3.1%, AID2073 -13.6%, GPR55 activation 0.3%, NOD2 inhibition -9.1% and NOD1 inhibition -12.7%.
Screening Cc1ccc(C(NC(=O)N2CCOCC2)=C(Cl)Cl)cc1F returned KOR beta-arrestin-1 23.6%, KOR beta-arrestin-2 -1.8%, M1AAP inhibition -4.2%, P. falciparum M17LAP -7.0%, AID2073 -14.5%, GPR55 activation -0.1%, NOD2 inhibition 21.7%, Dynein transport -1, NOD1 inhibition 32.1%, Dynein transport cytoplasmic EGFP -0.304, Dynein transport nuclear GR-EGFP -0.446 and Dynein transport cell count 0.984.
Screening O=C(NCC(c1cccnc1)N1CCN(c2ccccc2)CC1)c1ccc2c(c1)OCO2 (stereo not drawn) returned KOR beta-arrestin-1 8.4%, KOR beta-arrestin-2 -2.0%, M1AAP inhibition 0.9%, P. falciparum M17LAP -6.3%, AID2073 -1.7%, GPR55 activation 0.2%, NOD2 inhibition 3.8%, Dynein transport -0.576, NOD1 inhibition -16.8%, Dynein transport cytoplasmic EGFP -0.233, Dynein transport nuclear GR-EGFP -0.0357 and Dynein transport cell count 0.626.

An excerpt, so the mix of outcomes need not match the whole.
